# High-throughput results as filed in PubChem BioAssay.
# TIM10 inh: growth inhibitors of TIM10 yeast strain. inhibition, % at 10 µM. 1.4% of 330,000 active. S. cerevisiae TIM10 strain growth, BacTiter-Glo luminescence, 24 h;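 active means inhibition of 40% or more at the single tested concentration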;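 further: wild-type TIM10 isogenic control strain grown at permissive 25 °C; 0% = DMSO yeast wells and 100% = minimal medium wells without yeast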
# hIAP act: increases human intestinal alkaline phosphatase activity | purified human IAP, CDP-Star luminescence, 30 min; active compounds read high; 1 = vehicle-only enzyme, 0 = enzyme-free background | activation factor at 10 µM | 0.16% of 330,000 active | AID 2524;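 active means activation factor of the enzyme at least 2-fold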; further: the source names both 10 and 20 µM as test concentration; values of inactives mirror those of a sister screen read the other way
# hIAP block: blocks human intestinal alkaline phosphatase. P09923. purified IAP, CDP-Star luminescence, 30 min. inhibition, % at 10 µM. 0.12% of 330,000 active. AID 2544;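 active means inhibition reaching a set limit with compound at 10 µM in the primary screen, cut at about 35% in these data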;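 further: plate controls were DMSO wells with enzyme for no effect and no-enzyme buffer wells for full effect; values of inactives mirror those of a sister screen read the other way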
# mIAP activ: mouse IAP activation. muIAP, CDP-Star luminescence, 30 min; active compounds read high; 1 = vehicle-only enzyme signal, 0 = enzyme-free wells. activation factor at 10 µM. 0.24% of 330,000 active;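 active means activation factor of at least 2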; further: the source names both 10 and 20 µM as test concentration; values of inactives mirror those of a sister screen read the other way
#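 System: Mouse IAP enzyme | Also added: CDP-Star substrate | Dosing: Compounds dispensed in DMSO | Schedule: 30 min enzyme-substrate-compound incubation at room temperature | Technique: Chemiluminescence readout | Control set: DMSO-only wells and no-enzyme negative control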
# tim10-1 inh: inhibits growth of tim10-1 mutant yeast. AID 463190. S. cerevisiae tim10-1 ts strain growth, BacTiter-Glo, 24 h. inhibition, % at 20 µM. 2.2% of 330,000 active;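 active means inhibition of at least 40%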;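 further: mutant grown at 25 °C; 0% = DMSO wells with yeast and 100% = wells holding no yeast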
# NLRP3 yeast inh: NALP3 inhibition in yeast; inhibition, % at 10 µM; AID 2825; Yeast reconstituted NLRP3/ASC/caspase-1, beta-gal luminescence, 24 h; 0.39% of 330,000 active;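 active means inhibition of 50% or more; inactive means inhibition below 50%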;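 further: plate controls were induced DMSO wells for no effect and uninduced yeast grown without galactose for full effect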
# mIAP inh: mouse IAP inhibition | 0.2% of 330,000 active | AID 2806 | purified mouse IAP, CDP-Star luminescence, 30 min | inhibition, % at 10 µM;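 active means inhibition of at least 40% at 10 µM in the primary screen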;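 further: plate controls were DMSO with enzyme for no effect and no enzyme wells for full effect; values of inactives mirror those of a sister screen read the other way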
# Apaf1 inhib: blocks human Apaf-1 apoptosome activity; AID 489030; inhibition, % at 20 µM; O14727; reconstituted apoptosome caspase-3 activity, DEVD-Rh110 fluorescence; 0.71% of 330,000 active; active means inhibition of at least 40% at 20 µM;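 further: plate controls were DMSO wells for no effect and DEVD-CHO caspase inhibitor wells for full effect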
# Target sequence (O14727 whole entry, looked up): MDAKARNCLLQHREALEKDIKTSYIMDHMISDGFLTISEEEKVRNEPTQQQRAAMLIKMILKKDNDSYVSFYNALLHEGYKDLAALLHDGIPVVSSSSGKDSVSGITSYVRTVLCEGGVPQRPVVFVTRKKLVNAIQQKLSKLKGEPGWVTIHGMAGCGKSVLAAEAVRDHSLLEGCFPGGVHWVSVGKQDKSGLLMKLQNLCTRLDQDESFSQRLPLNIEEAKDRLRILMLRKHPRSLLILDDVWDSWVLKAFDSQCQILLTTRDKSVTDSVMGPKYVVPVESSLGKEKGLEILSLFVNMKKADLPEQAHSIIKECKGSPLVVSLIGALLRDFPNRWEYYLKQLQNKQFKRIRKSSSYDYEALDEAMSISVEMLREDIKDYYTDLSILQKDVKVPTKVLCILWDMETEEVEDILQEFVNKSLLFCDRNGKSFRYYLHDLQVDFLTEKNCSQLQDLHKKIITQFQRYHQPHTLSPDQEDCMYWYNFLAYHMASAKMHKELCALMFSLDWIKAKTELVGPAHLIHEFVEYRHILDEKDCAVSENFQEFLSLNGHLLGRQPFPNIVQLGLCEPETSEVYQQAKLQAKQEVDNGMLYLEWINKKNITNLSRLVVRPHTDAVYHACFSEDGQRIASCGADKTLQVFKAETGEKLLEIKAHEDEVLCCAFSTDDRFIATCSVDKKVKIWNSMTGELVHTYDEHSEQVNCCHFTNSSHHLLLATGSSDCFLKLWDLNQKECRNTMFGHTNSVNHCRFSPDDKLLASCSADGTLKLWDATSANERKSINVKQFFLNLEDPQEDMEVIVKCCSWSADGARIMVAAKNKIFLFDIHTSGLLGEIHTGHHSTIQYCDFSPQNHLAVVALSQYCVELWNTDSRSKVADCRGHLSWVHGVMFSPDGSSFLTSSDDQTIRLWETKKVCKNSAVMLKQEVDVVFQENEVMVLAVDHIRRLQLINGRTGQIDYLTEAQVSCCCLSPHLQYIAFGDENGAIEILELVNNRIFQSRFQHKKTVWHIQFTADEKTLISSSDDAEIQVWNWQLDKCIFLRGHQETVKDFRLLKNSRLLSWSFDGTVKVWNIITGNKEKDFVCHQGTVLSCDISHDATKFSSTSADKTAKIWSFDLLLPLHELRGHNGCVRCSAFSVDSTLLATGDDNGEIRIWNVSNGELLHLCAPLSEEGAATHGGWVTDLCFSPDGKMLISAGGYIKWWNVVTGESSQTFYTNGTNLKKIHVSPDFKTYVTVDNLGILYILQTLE
#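 Material: biochemical Apaf-1 apoptosome reconstitution. Medium: Hepes buffer, pH 7.5. Also added: cytochrome c activation, bis-DEVD rhodamine 110 substrate. Timing: 30 min compound preincubation, 50 min activation, room temperature. Measured by: rhodamine 110 fluorescence at Ex 480/Em 540 nm.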
# ATG4B inhibitor: ATG4B (human) cysteine protease inhibition | Q9Y4P1 | ATG4B cleavage of LC3-PLA2, NBD-HPC fluorescence, 1 h | inhibition, % at 8.33 µM | 0.51% of 340,000 active | AID 504462; in the data active means inhibition above about 40%
# * marks the source's active call; other numbers are inactive results; / = no result given; & = joins results of further samples. Rows were taken by chance; about 4.5% have a hit in one of these screens.
SMILES,TIM10 inh,hIAP act,hIAP block,mIAP activ,tim10-1 inh,NLRP3 yeast inh,mIAP inh,Apaf1 inhib,ATG4B inhibitor
O=C1CN(C(=O)COC(=O)c2cccnc2Cl)c2ccccc2N1,-2,0.94,6,1.2,3,7,-17,-10,4
Cc1ccc(NC(=O)CN(C)C(C)C(=O)N2CC(C)CC(C)C2)cc1 (centres undefined),3,1.2,-24,1.1,28,1,-13,12,4
CCCCNS(=O)(=O)c1ccc(NC(=O)Cc2ccccc2[N+](=O)[O-])cc1,0,1.1,-10,0.95,-1,-2,5,15,13
COC(=O)c1c(C(C)=O)c(C)n(C)c1C,5,0.86,14,0.88,-7,8,12,-343,-5
CC(C)OCCCN(C)C1CCN(S(=O)(=O)c2ccc(-c3cc(C(F)(F)F)no3)s2)CC1,10,1.2,-21,0.93,7,26,7,14,2
CCOC(=O)C1(Cc2cccc(OC)c2)CCN(Cc2csc(C(C)=O)c2)CC1,-27,0.84,16,1.1,-20,9,-10,10,-6
COc1ccc(NC(=O)c2ccc(S(=O)(=O)C(F)F)cc2)c(OC)c1,1,0.95,5,1,4,13,0,5,-1
S=C(Nc1ccccc1)Nc1nccs1,18,1.1,-14,0.91,42*,45,9,9,-1
CC(=O)Nc1ccc(OC(=O)c2cccnc2)cc1,8,1.2,-24,1,0,21,0,12,-7
C/C(=N\NC(=O)c1ccc(CN(C)S(=O)(=O)c2ccc(C)cc2)cc1)c1ccc(OC(F)F)cc1,-16,1.3,-25,0.92,-15,7,8,3,-4
CCCCn1nc(C(=O)Nc2ccc3c(c2)OCO3)c2ccccc2c1=O,16,0.89,11,0.88,15,25,12,10,-13
Cc1ccc(CNC(=O)CCc2ccc(S(=O)(=O)NCC(C)C)cc2)cc1,-8,1.2,-24,1.2,1,19,-21,5,0
CCN(CC)S(=O)(=O)c1ccc(-c2nnc(SCC(=O)Nc3nnc(C)s3)n2CC)cc1,10,0.93,7,0.93,9,0,7,2,-12
Cc1ccc(S(=O)(=O)N(CCO)Cc2cc3ccc(C)c(C)c3[nH]c2=O)cc1,4,0.95,5,1,13,-4,-4,-3,-10
CCCCOc1ccc(S(=O)(=O)Nc2ccc(NC(C)=O)cc2)cc1,6,0.96,4,0.93,-5,1,7,1,-7
O=C(Nc1ccc(Br)cn1)c1ccc([N+](=O)[O-])o1,57*,1,-4,1,67*,4,-5,-1,9
CCCCCCN1C(=O)CC(NC(=O)OCC2c3ccccc3-c3ccccc32)C/C=C\C1C(C)C (centres undefined),10,/,/,1.3,17,/,-27,27,14
CCn1ncc(Br)c1C(=O)Nc1ccc(F)c([N+](=O)[O-])c1,19,0.85,15,1.1,17,24,-6,-9,1
CC(Cc1ccccc1)C(=O)N(C)Cc1ccccc1 (centres undefined),-2,1.1,-9,1,11,22,0,15,7
O=C(CNC(=O)c1ccc2ccccc2c1)NCc1ccccc1F,-3,1,-4,1,-22,6,0,-13,-5
CCN1C(=O)C(Cc2nc3ccccc3c(=O)n2-c2ccccc2)c2ccccc21 (centres undefined),29,0.82,18,0.98,37,-2,2,-7,-4
O=C(N[C@@H](Cc1c[nH]c2ccccc12)C(=O)O)c1ccccc1Cl,-3,0.96,4,1.1,-9,-6,-11,-1,23
COc1cccc(OC)c1C(=O)Nc1ccccc1Sc1ccccc1,1,0.94,6,0.93,0,18,7,13,-1
CSc1cccc(N2CC(C(=O)N(CC(C)C)c3c(N)n(Cc4ccccc4)c(=O)[nH]c3=O)CC2=O)c1 (centres undefined),0,1,-2,0.98,6,5,2,11,3
CCc1ccc(NC(=O)CSc2nc3cc(C(=O)OC)ccc3c(=O)n2CC2CCCO2)cc1 (centres undefined),6,1,0,0.92,15,-6,8,8,-13
COc1cccc(OC)c1C(=O)OCC(=O)Nc1cccnc1Cl,-24,1,0,1.1,17,1,-10,17,2
CCCCOc1ccc(-c2nc(SCC(N)=O)n[nH]2)cc1,-3,0.79,21,1.1,15,-3,-5,1,-9
COc1ccc(CCNC(=O)CCc2nnc(Cc3ccc4c(c3)OCO4)o2)cc1,-3,0.88,12,1.1,17,1,-14,11,-5
COc1cc(NC(=O)N2c3ccccc3Sc3ccccc32)c(C(=O)O)cc1OC,9,1.2,-16,1.1,1,15,-6,-5,8
CCOc1ccc(S(=O)(=O)N2CCC(C(=O)NCC3CCCO3)CC2)cc1 (centres undefined),1,1,0,0.98,-4,1,2,3,-6
C/C(=N\NC(=O)C(O)c1ccccc1)c1ccc(C)s1 (centres undefined),11,1.2,-21,1,-5,4,-1,-9,8
COC(=O)C1(C)NC(c2ccc(O)cc2)C2C(=O)N(c3ccccc3)C(=O)C21 (centres undefined),-2,1.3,-32,0.98,-2,8,2,-6,-1
CC1(C)C2CC[C@]3(C)C(CC=C4[C@@H]5C[C@@](C)(CO)[C@@H]6C[C@@]5(CC[C@]43C)C(=O)O6)[C@@]2(C)CC[C@@H]1O (some centres undefined),-31,0.83,17,0.85,-17,55*,15,-7,1
CCN(Cc1ccccc1)S(=O)(=O)c1ccc(OC)c2ncccc12,-44,0.94,6,0.89,-16,5,11,-2,-6
CC(C)C[C@H](NC(=O)c1nc[nH]c1C(=O)NCC(=O)OCc1ccccc1)C(=O)OCc1ccccc1,10,1.3,-35,0.91,18,17,9,27,0
COc1ccc(-n2cnnc2SC(C)C(=O)Nc2cccc([N+](=O)[O-])c2)cc1 (centres undefined),15,0.95,5,0.95,23,-4,5,-1,0
O=C(O)Cc1csc(-c2cccc(Oc3ccccc3)c2)n1,2&-1,1.1&0.95,-6&5,0.97&0.97,-7&8,-4&-3,3&3,4&-20,7&10
Cc1ccc(NC(=O)CSc2nnc(C)c(=O)n2N)cc1,-5,1.2,-20,0.83,5,3,17,-17,-4
CC(C)c1[nH]nc2c1C(c1cccc(OC(=O)N3CCOCC3)c1)C(C#N)=C(N)O2 (centres undefined),-1,0.98,2,0.96,-15,16,4,4,-10
O=C(NNC(=S)NC(=O)c1ccco1)c1ccc(NC(=O)c2ccccc2)cc1,8,1.5,-53,0.85,21,27,15,2,9
CCOP(=O)(OCC)c1nc(Cc2ccccc2)oc1NCc1ccccc1,17,1.3,-31,0.96,14,-3,4,-12,-7
O=C1c2ccccc2C(=O)C1c1ccccn1,-19,1.2,-16,0.98,-25,13,2,-5,1
Fc1ccc(C2c3[nH]c4ccccc4c3CCN2Cc2ccoc2)cc1 (centres undefined),3,0.98,2,0.92,8,20,8,7,-6
CC1(C)CC(=O)C2=C(C1)OC(N)=C(C#N)C2c1cn(-c2ccccc2)nc1-c1ccccc1 (centres undefined),5,0.95,5,0.96,4,15,4,9,-1
Nc1nonc1C(=O)NCCNCc1ccccc1OCc1ccc(F)cc1,8,1.6,-57,0.98,19,10,2,-12,5
Cc1ccc(OCC(=O)NCCc2c[nH]c3ccccc23)cc1,10,1,-3,1,8,29,0,16,-11
CN(C)S(=O)(=O)N1CCN(C(=O)N2CCOCC2)CC1,-6,0.97,3,0.97,-17,10,3,-4,-16
CCN(CC(=O)Nc1ccc(NC(C)=O)cc1)Cc1c(O)ccc2cc(Br)ccc12,23,1.3,-28,1.1,14,4,-5,17,-8
O=C(Nc1ccc(F)cc1)c1cccnc1,-4,1.1,-8,1,-8,14,-4,-1,-3
CCOC(=O)CCCCNC(=O)Nc1ccccc1,13,0.98,2,1.1,2,-16,-7,0,-14
O=C(CSc1nc(-c2ccco2)cc(C(F)(F)F)n1)Nc1ccc2c(c1)OCO2,5,0.94,6,0.76,-4,28,24,-4,6
COc1ccc(NC(=O)COC(=O)CNC(=O)c2cccs2)cc1Cl,6,1.1,-12,0.81,-7,5,19,-2,-11
N#CCCN(Cc1ccccc1)C(=O)Nc1ccc2c(c1)CCO2,22,1.3,-26,1,7,-2,-2,-20,-9
C=CCOc1ccc(/C=N/NC(=O)C(=O)Nc2ccccn2)cc1OC,-1,1.4,-38,0.92,33,9,8,1,-2
COc1ccccc1N(CC(=O)NC1CCCCC1C)S(=O)(=O)c1cccs1 (centres undefined),17,1.2,-15,1.1,23,11,-8,10,-6
COc1ccc(C(=O)N/N=C2\CCS(=O)(=O)c3ccc(F)cc32)cc1OC,9,1,-2,0.88,-11,16,12,-17,-7
N/C(=N\OC(=O)Nc1ccccc1)c1cccc(C(F)(F)F)c1,14,0.92,8,1,54*,7,0,-8,-6
CCOC(=O)c1ccc(N2C=C(C(=O)OC)C(c3cccc(O)c3)C(C(=O)OC)=C2)cc1,-16,0.99,1,0.94,-8,0,6,17,-7
COc1ccc(CC(=O)NCC2CCCN(Cc3ccc(OC(F)(F)F)cc3)C2)cc1 (centres undefined),98*,1,-1,1.1,-3,33,-14,4,-3
COc1ccc(-c2csc3ncnc(N4CCN(c5ccccc5)CC4)c23)cc1,-12,1.2,-21,0.92,-15,20,8,22,-6

# Pulled one by one from the list above:
SMILES,TIM10 inh,hIAP act,hIAP block,mIAP activ,tim10-1 inh,NLRP3 yeast inh,mIAP inh,Apaf1 inhib,ATG4B inhibitor
COc1ccc(CC(=O)NCC2CCCN(Cc3ccc(OC(F)(F)F)cc3)C2)cc1 (centres undefined),98*,1,-1,1.1,-3,33,-14,4,-3
O=C(Nc1ccc(F)cc1)c1cccnc1,-4,1.1,-8,1,-8,14,-4,-1,-3
COc1ccccc1N(CC(=O)NC1CCCCC1C)S(=O)(=O)c1cccs1 (centres undefined),17,1.2,-15,1.1,23,11,-8,10,-6
COc1ccc(NC(=O)COC(=O)CNC(=O)c2cccs2)cc1Cl,6,1.1,-12,0.81,-7,5,19,-2,-11

# Carrying on.
SMILES,TIM10 inh,hIAP act,hIAP block,mIAP activ,tim10-1 inh,NLRP3 yeast inh,mIAP inh,Apaf1 inhib,ATG4B inhibitor
Cc1ccc(NCc2nnc(SCC(=O)c3ccc4c(c3)OCCO4)o2)c(C)c1,-1,0.93,7,0.85,-3,2,15,19,19
CN(C)C(=S)NCc1ccccc1,-10,0.97,3,1,12,3,-5,-1,-3
CCc1ccccc1-n1nnnc1-c1cnccc1C(F)(F)F,17,0.93,7,1.1,27,-8,-6,-3,2
CCc1nnc(NC(=O)CSc2ncnc3c2oc2ccccc23)s1,-11,0.92,8,1.1,-5,6,-12,-16,-11
CCc1ccc(CN(C)Cc2nc(Cc3cccc(C(F)(F)F)c3)no2)nc1,13,0.79,21,0.9,36,11,10,10,-2
CCOc1ccccc1N(C(C)=O)S(=O)(=O)c1ccc(Cl)cc1,32,0.94,6,0.99,9,8,0,4,-1
COc1ccc(CC(=O)NCCC2=CCCCC2)cc1,-3,1.1,-5,0.98,13,8,2,-1,0
CCC1CCCCN1C(=O)CSc1nc(C)cc(C)n1 (centres undefined),2,1.1,-8,0.88,5,6,12,-2,0
COc1ccc(CCNS(=O)(=O)c2ccc3oc(C(=O)O)c(C)c3c2)cc1OC,0,0.95,5,1.1,-6,4,-10,0,-4
CCOC(=O)Cn1c(C)c(Br)c(COC)c(C#N)c1=O,-1,1,-4,1,14,-5,-4,-3,7
CC(C)CN(C(=O)COC(=O)c1cccnc1Cl)c1c(N)n(Cc2ccccc2)c(=O)[nH]c1=O,-10,1.1,-12,1.1,-1,7,-7,4,4
O=C(O)C1=C[C@H](c2cccs2)C[C@H](OCc2ccc(CO)cc2)O1,15,0.91,9,0.94,17,5,6,-2,-11
COc1ccc(-c2cc(C(F)(F)F)n3ncc(C(=O)Nc4c(C)n(C)n(-c5ccccc5)c4=O)c3n2)cc1,-13,0.93,7,0.76,-5,4,24,6,/
